Source: PubChem
RmlCD inh mix: inhibitors of RmlC and RmlD coupled enzymes. inhibition, % at 5.5 µM. actives 0.39% (n = 110,000). AID 1532. RmlC/RmlD coupled enzyme inhibition, 384-well mixture HTS; in the data active = inhibition above about 30%, passing the limit was not always enough; inconclusive = no clear call, values can overlap the other calls; note: strong numbers were not always called active
HIV RNase H inh: blocks HIV-1 RNase H cleavage of RNA/DNA duplex | P04585 | RT-RNase H RNA/DNA duplex cleavage, fluorescence | inhibition, % at 10 µM | actives 1.9% (n = 65,000); in the data active = inhibition above about 50%
An asterisk follows results filed as active; u = inconclusive; x = not tested or not shown.

no. | mol | RmlCD inh mix | HIV RNase H inh
1 | O=C(COC(=O)c1cn(-c2ccccc2)nc1-c1cccs1)NC1CC1 | 7 | -4
2 | O=C(OCn1ncc(Br)c(Br)c1=O)c1ccccc1Cl | -10 | x
3 | CCn1c(SCC(N)=O)nc2c1c(=O)n(C)c(=O)n2C | -11 | -2
4 | O=C(NCCN1C(=O)C2C3C=CC(C3)C2C1=O)Nc1ccc(Br)cc1 (centres undefined) | -12 | -9
5 | CCC(=O)Nc1c(C#N)c2nc3ccccc3nc2n1-c1ccccc1C | 26 | -8
6 | COc1ccc2c(c1)OC13CCCCC1C2C(C(=O)c1ccccc1)C(=O)N3 (centres undefined) | -7 | x
7 | CC(C)OCCCNC(=O)c1c(N)n(Cc2cccs2)c2nc3ccccc3nc12 | -119 | 0
8 | C=CCN(N=Nc1cccc([N+](=O)[O-])c1)c1cccc([N+](=O)[O-])c1 | 9 | x
9 | CC1CCc2nn(CC(=O)NCCN3CCOCC3)cc2C1 (centres undefined) | -7 | 2
10 | Cc1ccc(C2NC(=O)c3c(sc(C)c3C)N2)c(O)c1 (centres undefined) | 4 | x
11 | COc1ccc2[nH]cc(CCN=C3SCC(=O)N3C)c2c1 | -9 | 79*
12 | Cc1cccc(NC(=O)c2cccnc2)c1 | -7 | -7
13 | C=C(C)C(=O)Nc1ccc(OC(F)(F)C(F)F)c(NC(=O)C(=C)C)c1 | -28 | x
14 | COc1ccc(C2/C(=C(/O)c3ccccc3)C(=O)C(=O)N2CCO)cc1 (centres undefined) | x | -5
15 | CCn1c(SCC(=O)Nc2ccc3c(c2)OCO3)nc2ccccc21 | 30 | x
16 | CC1=CC(=C2C(=O)c3ccccc3C2=O)C=C(C)N1C | x | -18
17 | CNS(=O)(=O)c1cccc(C(=O)OCC(=O)NCc2ccccc2)c1 | 10 | x
18 | C#CC(C)(C)NC(=O)CSc1nc2c(c(=O)n(C)c(=O)n2C)n1CCCC | 2 | -2
19 | CCN(CCNC(=O)CS(=O)(=O)Cc1nc(-c2cccc(OC)c2)oc1C)c1ccccc1 | 5 | 4
20 | Cc1csc(N2CCCC2c2nc3cc(Cl)c(N4CCCCC4)cc3n2CCCO)n1 (centres undefined) | 5 | x
21 | COc1ccc(OCCCC(=O)Nc2nnc(C3CCCO3)s2)cc1 (centres undefined) | -12 | 8
22 | CC(C)N(C(=O)NC(=O)NCC1CCCO1)S(C)(=O)=O (centres undefined) | -9 | -4
23 | O=C(NCCc1c[nH]c2ccccc12)Nc1cccc2ccccc12 | -21 | x
24 | CCOC(=O)N1CCN(C(=O)C2CCC(CNS(=O)(=O)c3ccccc3)CC2)CC1 (centres undefined) | 4 | 10
25 | O=C(Nc1nncs1)c1cccc(S(=O)(=O)N2CCCC2)c1 | 0 | 7
26 | Cc1cc(C)c(S(=O)(=O)N(CC(=O)N2CCOCC2)C2CCCCC2)c(C)c1 | -11 | -6
27 | COc1ccc(OC)c(/C=N/NC(=O)CC2C(=O)NN=C2C)c1 (centres undefined) | 54* | x
28 | COc1cc(S(=O)(=O)N2CCCCCC2)ccc1Cl | -4 | -18
29 | CC(=O)C1=C(c2ccccc2)NC(=O)NC1c1ccccc1OCC#N (centres undefined) | 12 | -6
30 | CCC(=O)Nc1ccc(NC(=O)CSc2nc3cc4c(cc3cc2C)CCC4)cc1 | -25 | x
31 | Cc1ccc(NC(=O)c2ccc(CNS(=O)(=O)c3cccc(C(F)(F)F)c3)cc2)cc1 | -17 | x
32 | COc1cc(Br)cc2cc(C(=O)N3CCN(c4ccccn4)CC3)c(=O)oc12 | 10 | x
33 | COc1cc(-c2nnc(SCC(=O)Nc3ccc4c(c3)OCCO4)o2)cc(OC)c1OC | -11 | x
34 | CC(=O)N=C1SC2CS(=O)(=O)CC2N1c1c(Cl)cccc1Cl (centres undefined) | -8 | -19
35 | C=CCn1c(SCC(=O)NCc2cccs2)nnc1C1CCCCC1 | 3 | -10
36 | COc1ccc(CC(=O)Nc2cc(=O)n(C)c(=O)n2C)cc1 | -7 | -5
37 | CCC(C)NC(=O)COc1ccc(Br)c(C)c1 (centres undefined) | 7 | x
38 | O=C(CSc1ncn[nH]1)Nc1ccnc2ccccc12 | -2 | x
39 | COC(=O)CSc1ccc2c(N)c(C(=O)OC)sc2c1 | -12 | -8
40 | Cc1nc(C(=O)NC2CC2)sc1C1(C)CC(c2ccccc2)=NO1 (centres undefined) | 5 | x
41 | O=C(c1ccc(N2CCOCC2)nc1)N1CCOCC1 | 9 | -13
42 | Cc1ccc(NC(=O)c2c(C(F)(F)F)nn(C)c2SCc2ccc(Cl)cc2)cc1C | 2 | x
43 | O=C(c1ccc(Cl)s1)N1CCc2ccccc21 | 12 | -40
44 | COc1c(O)cc2oc(-c3ccc(O)cc3)cc(=O)c2c1O | -61 | x
45 | COc1ccc2c(c1)C1(C)CC(C)(C)N2C(=O)N1c1ccccc1 (centres undefined) | 7 | -25
46 | CC(O)(CS(=O)(=O)Cc1ccccc1)C(=O)Nc1cccc(C(F)(F)F)c1 (centres undefined) | 8 | x
47 | Cc1ccc2oc(-c3cccc(NC(=O)c4cc(-n5cnnc5)ccc4Cl)c3)nc2c1 | -17 | x
48 | CCOc1ccccc1OC(=O)c1ccco1 | -13 | -19
49 | O=C1CCCC2=C1C1(CCCC1)N=C(Nc1nc3ccccc3s1)N2 | -40 | 7
50 | CCOC(=O)Cn1c(=O)c2c(nc3n2CCN3Cc2ccccc2)n(C)c1=O | -8 | 1
51 | Cc1ccc(NC(=O)/C(=C\c2cccc(Br)c2)NC(=O)c2ccco2)cc1 | -8 | x
52 | O=C(CCN1C(=O)C2C3C=CC(C3)C2C1=O)N1CCN(c2cccc(Cl)c2)CC1 (centres undefined) | -12 | -6
53 | COC(=O)CSc1nnc(Cc2cc(=O)[nH]c(=O)[nH]2)n1-c1cccc(OC)c1 | 4 | -14
54 | C=CCn1c(O)c(C=NCCN2CCNCC2)c(=O)[nH]c1=O | -3 | x
55 | Cc1cccc(-n2nnc3cnn(C)c3c2=O)c1 | 10 | x
56 | O=C(Nc1ccc2c(c1)OCCO2)c1cccc(S(=O)(=O)N2CCOCC2)c1 | -5 | -9
57 | O=c1c2ccccc2nc(N2CCCC2)n1-c1ccccc1 | 13 | x
58 | COc1cccc(N2CCN(C(=O)c3[nH]c(C)c(C(C)=O)c3C)CC2)c1 | -13 | -12
59 | O=C(c1ccccc1)C1C(=O)c2ccccc2C1=O | 11 | -1
60 | COc1cc(C2C(C(=O)c3ccc(C)o3)=C(O)C(=O)N2CCc2ccccc2)ccc1O (centres undefined) | 10 | 3

New compounds follow:
no. | mol | RmlCD inh mix | HIV RNase H inh
61 | Cc1ccc(NC(=O)c2cc3nc(C)cc(C)n3n2)cc1 | 5 | x
62 | COc1ccc(CCCc2nnc(SCC(=O)Nc3cc(C)ccc3C)o2)cc1 | -16 | x
63 | COc1ccc(/C=C/C(=O)c2c(O)cc(C)oc2=O)c(OC)c1 | 0 | x
64 | CCN(C(=O)CN1CCN(c2ccccc2OC)CC1)c1c(N)n(Cc2ccccc2)c(=O)[nH]c1=O | 3 | -12
65 | CCn1ncc(C2=NOC(C(=O)Nc3cccnc3)C2)c1C (centres undefined) | 4 | -1
66 | COC(=O)c1ccccc1NC1CC(=O)N(c2c(C)cccc2C)C1=O (centres undefined) | 0 | x
67 | COC(=O)CN1C(=O)C2(C(C#N)=C(N)Oc3ccccc32)C2=C1CC(C)(C)CC2=O (centres undefined) | 3 | x
68 | CC1CCN(C(=O)CSc2nnc(Cc3cccn3C)n2-c2ccc(F)cc2)CC1 | 8 | -7
69 | Clc1ccc(-c2nc(NCCN3CCOCC3)c3ccccc3n2)cc1 | -5 | -17
70 | COCCN1C(=O)c2oc3c(C)cc(C)cc3c(=O)c2C1c1cccc(O)c1 (centres undefined) | 4 | -3
71 | CC(C)C(=O)Nc1ccc(Sc2ccc(F)cc2)cc1 | u | x
72 | COC(=O)c1ccc(N(C(=O)CNC(=O)c2ccco2)C(C(=O)NC2CCCC2)c2ccco2)cc1 (centres undefined) | -13 | x
73 | COc1ccc(-c2noc(-c3ccccc3C(=O)NCc3ccco3)n2)cc1OC | x | 6
74 | CCN(CCNC(=O)C1CCN(Cc2nc(-c3cccc(Cl)c3)oc2C)CC1)c1ccccc1 | 3 | 3
75 | Cn1c(=O)c2c(nc(N3CCN(Cc4ccccc4)CC3)n2CC(=O)c2ccccc2)n(C)c1=O | 9 | -6
76 | CCOC(=O)c1cnn(-c2ccccc2)c1-c1ccccc1 | 4 | x
77 | O=C(c1ccccc1)N1CC(COc2ccccc2)OC(c2ccco2)O1 (centres undefined) | -2 | -40
78 | COc1ccc(-c2n[nH]c3c2C(c2ccc(OC)c(OC)c2)N(c2ccccc2)C3=O)cc1 (centres undefined) | -10 | x
79 | CCOc1ccccc1C(=O)OCC(=O)Nc1ncc(C(F)(F)F)cc1Cl | -9 | x
80 | Cc1noc(C)c1COC(=O)c1ccc2c(c1)S(=O)(=O)c1ccccc1C2=O | -1 | -26

Exported with two lines to a compound: entries from further up
Screens in order – RmlCD inh mix | HIV RNase H inh
(61) Cc1ccc(NC(=O)c2cc3nc(C)cc(C)n3n2)cc1
→ 5 | x
(62) COc1ccc(CCCc2nnc(SCC(=O)Nc3cc(C)ccc3C)o2)cc1
→ -16 | x
(63) COc1ccc(/C=C/C(=O)c2c(O)cc(C)oc2=O)c(OC)c1
→ 0 | x
(64) CCN(C(=O)CN1CCN(c2ccccc2OC)CC1)c1c(N)n(Cc2ccccc2)c(=O)[nH]c1=O
→ 3 | -12
(65) CCn1ncc(C2=NOC(C(=O)Nc3cccnc3)C2)c1C (centres undefined)
→ 4 | -1
(66) COC(=O)c1ccccc1NC1CC(=O)N(c2c(C)cccc2C)C1=O (centres undefined)
→ 0 | x
(67) COC(=O)CN1C(=O)C2(C(C#N)=C(N)Oc3ccccc32)C2=C1CC(C)(C)CC2=O (centres undefined)
→ 3 | x
(68) CC1CCN(C(=O)CSc2nnc(Cc3cccn3C)n2-c2ccc(F)cc2)CC1
→ 8 | -7
(69) Clc1ccc(-c2nc(NCCN3CCOCC3)c3ccccc3n2)cc1
→ -5 | -17
(70) COCCN1C(=O)c2oc3c(C)cc(C)cc3c(=O)c2C1c1cccc(O)c1 (centres undefined)
→ 4 | -3
(71) CC(C)C(=O)Nc1ccc(Sc2ccc(F)cc2)cc1
→ u | x
(72) COC(=O)c1ccc(N(C(=O)CNC(=O)c2ccco2)C(C(=O)NC2CCCC2)c2ccco2)cc1 (centres undefined)
→ -13 | x
(73) COc1ccc(-c2noc(-c3ccccc3C(=O)NCc3ccco3)n2)cc1OC
→ x | 6
(74) CCN(CCNC(=O)C1CCN(Cc2nc(-c3cccc(Cl)c3)oc2C)CC1)c1ccccc1
→ 3 | 3
(75) Cn1c(=O)c2c(nc(N3CCN(Cc4ccccc4)CC3)n2CC(=O)c2ccccc2)n(C)c1=O
→ 9 | -6
(76) CCOC(=O)c1cnn(-c2ccccc2)c1-c1ccccc1
→ 4 | x
(77) O=C(c1ccccc1)N1CC(COc2ccccc2)OC(c2ccco2)O1 (centres undefined)
→ -2 | -40
(78) COc1ccc(-c2n[nH]c3c2C(c2ccc(OC)c(OC)c2)N(c2ccccc2)C3=O)cc1 (centres undefined)
→ -10 | x
(79) CCOc1ccccc1C(=O)OCC(=O)Nc1ncc(C(F)(F)F)cc1Cl
→ -9 | x

Next structures.
no. | mol | RmlCD inh mix | HIV RNase H inh
81 | CC(NC(=O)C(Cc1ccccc1)N1C(=O)C2C3CCC(C3)C2C1=O)c1ccccc1 (centres undefined) | 5 | x
82 | COc1ccc(CCN=CC2=C(O)CCCC2=O)cc1OC | -10 | -2
83 | Cc1ccc(-n2c(C)cc3c2CC(C)(C)CC3=O)cc1C | -11 | x
84 | CCc1cc2c(SCC(=O)c3ccc(Cl)s3)ncnc2s1 | -2 | x
85 | O=C(COC(=O)c1cccs1)NC1CCCCC1 | 29 | -15
86 | COc1ccc2nc(NC(=O)C3CCCN(S(=O)(=O)c4cccc5nsnc45)C3)sc2c1 (centres undefined) | 6 | 2
87 | Cc1ccc(SCCNC(=O)c2ccc(C)c(S(=O)(=O)Nc3ccccc3C)c2)cc1 | -9 | x
88 | CC1(C)NC(=O)N(CC(O)COc2ccc(N3C(=O)c4ccccc4C3=O)cc2)C1=O (centres undefined) | 9 | 0
89 | CCC1c2ccc(C)n2CCN1C(=O)Nc1ccccc1OC (centres undefined) | 40 | -11
90 | O=C(COC(=O)c1ccco1)NCc1cccs1 | 3 | -1
91 | O=C(Nc1ccc2c(c1)OCO2)c1ccc(Cl)s1 | -14 | x
92 | Cc1ccc(Cn2c(=N)n(CC(O)COc3ccccc3)c3ccccc32)cc1 (centres undefined) | -5 | x
93 | CCn1cc(C(=O)O)c(=O)c2cc(F)c(N3CCN(C(=O)Nc4ccccc4)CC3)cc21 | 8 | 4
94 | COc1ccccc1C(=O)Nc1ccc(N2CCN(S(C)(=O)=O)CC2)cc1 | 8 | -2
95 | CC1CCCN(CCCNC(=O)CCn2nc(-c3ccccc3)ccc2=O)C1 (centres undefined) | x | -11
96 | O=c1c2ccccc2nc(-c2ccoc2)n1-c1ccccc1 | -26 | x
97 | Cc1nnc(SCCN2CCOCC2)n1-c1cccc(Cl)c1 | -5 | -5
98 | Cc1cc(C)n2nc(SCc3cc(=O)oc4cc(O)ccc34)nc2n1 | 2 | x
99 | O=C(O)CSc1nc2ccc(Cl)cc2[nH]1 | 5 | 2
100 | COc1ccc(/C=C/c2ccccc2)cc1[C@H]1[C@H]2C=CC[C@@H](C)[C@@H]2C(=O)N1Cc1ccccc1 | -9 | x
101 | CC(C)(C)NC(=O)C(c1ccco1)N(Cc1ccc2c(c1)OCO2)C(=O)Cn1nnc2ccccc21 (centres undefined) | -12 | 9
102 | Cc1cccc(OCc2nnc(SCC(=O)N3CCN(C(=O)c4ccco4)CC3)n2C)c1C | -5 | -3
103 | N#Cc1ccc(COC(=O)C2CCC(=O)N2)cc1 (centres undefined) | -12 | x
104 | CCn1cnc2cc(NCc3nc4ccccc4n3Cc3ccccc3)ccc21 | -10 | x
105 | COc1ccc(NC(=O)C2=C(C)Nc3ncnn3C2c2ccccc2C(F)(F)F)c(OC)c1 (centres undefined) | 6 | 6
106 | O=C(Nc1ccon1)c1ccccc1F | 8 | x
107 | O=S(=O)(NC1CCCC1)c1cccc(-c2nnc(-c3ccccc3)o2)c1 | 8 | x

These rows are one share of the data, so the mix of outcomes need not match the whole.
